From PubChem BioAssay
PAFAH2 FP inh = inhibitors of human PAFAH2 | actives 0.99% (n = 340,000) | inhibition, % at 3.39 µM | recombinant PAFAH2, FP-rhodamine activity probe, fluorescence polarization;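 active = inhibition above the mean over all tested compounds plus 3 SD, cut at about 30% in these data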;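 also: inhibitors block probe labeling of enzyme so polarization drops; 0% = enzyme with DMSO and 100% = wells lacking PAFAH2 protein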
pPAFAH inh = inhibitors of human plasma PAF acetylhydrolase (pPAFAH); Q13093; AID 463082; inhibition, % at 3.39 µM; actives 1.5% (n = 330,000); recombinant pPAFAH, FP-rhodamine probe fluorescence polarization;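 active = inhibition above the mean inhibition across the screen plus 3 SD, cut at about 25% in these data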;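 also: inhibitors block binding of the rhodamine activity-based probe so polarization drops; 0% = enzyme with DMSO and 100% = wells lacking pPAFAH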
PAFAH1B3 FP inh = blocks human PAF acetylhydrolase 1B catalytic subunit 3. Q15102. recombinant PAFAH1B3, FP-rhodamine probe, fluorescence polarization. inhibition, % at 3.39 µM. actives 0.28% (n = 340,000);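 active = inhibition above the screen-wide average of all tested compounds plus 3 SD, cut at about 25% in these data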;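 also: 0% = enzyme with DMSO only and 100% = wells lacking PAFAH1B3 protein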
PREPL inhibitor = inhibitors of human prolyl oligopeptidase-like enzyme PREPL | Q4J6C6 | inhibition, % at 5.96 µM | recombinant PREPL, fluorescence polarization activity-based probe | actives 0.68% (n = 320,000); in the data active = inhibition above about 43%;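 also: 0% = enzyme with DMSO and 100% = wells lacking enzyme; many of its hits are not listed in these tables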
Target sequence (Q4J6C6 whole entry, looked up): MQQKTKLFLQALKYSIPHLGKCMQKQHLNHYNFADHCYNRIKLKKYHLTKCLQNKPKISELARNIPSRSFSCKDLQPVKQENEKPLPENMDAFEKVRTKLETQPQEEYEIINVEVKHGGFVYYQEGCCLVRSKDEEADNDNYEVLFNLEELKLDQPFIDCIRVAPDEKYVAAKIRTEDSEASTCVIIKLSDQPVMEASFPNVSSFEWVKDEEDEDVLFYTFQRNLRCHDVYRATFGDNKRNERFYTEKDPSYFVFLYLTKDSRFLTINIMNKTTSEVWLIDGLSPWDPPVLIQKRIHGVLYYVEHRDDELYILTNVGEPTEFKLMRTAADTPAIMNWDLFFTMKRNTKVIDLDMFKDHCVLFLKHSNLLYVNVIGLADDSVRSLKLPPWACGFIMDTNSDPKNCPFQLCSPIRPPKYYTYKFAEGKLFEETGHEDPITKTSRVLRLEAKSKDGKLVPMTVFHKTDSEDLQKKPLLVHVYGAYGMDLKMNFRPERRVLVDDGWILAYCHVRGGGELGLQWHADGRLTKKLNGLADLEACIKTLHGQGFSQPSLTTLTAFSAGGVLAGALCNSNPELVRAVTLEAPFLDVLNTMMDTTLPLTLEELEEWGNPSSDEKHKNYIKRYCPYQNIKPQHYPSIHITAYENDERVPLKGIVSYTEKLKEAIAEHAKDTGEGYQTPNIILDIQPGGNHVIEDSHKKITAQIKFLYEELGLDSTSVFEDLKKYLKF
PAFAH1B2 inh = PAFAH1B2 (human) inhibition | actives 1.2% (n = 340,000) | recombinant PAFAH1B2, FP-rhodamine activity probe, fluorescence polarization | AID 492953 | inhibition, % at 3.39 µM | P68402;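 active = inhibition above the mean of all tested compounds plus 3 SD, cut at about 24% in these data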;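 also: 0% = enzyme with DMSO and 100% = wells lacking PAFAH1B2; many of its hits are not listed in these tables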
Target sequence (P68402 whole entry, looked up): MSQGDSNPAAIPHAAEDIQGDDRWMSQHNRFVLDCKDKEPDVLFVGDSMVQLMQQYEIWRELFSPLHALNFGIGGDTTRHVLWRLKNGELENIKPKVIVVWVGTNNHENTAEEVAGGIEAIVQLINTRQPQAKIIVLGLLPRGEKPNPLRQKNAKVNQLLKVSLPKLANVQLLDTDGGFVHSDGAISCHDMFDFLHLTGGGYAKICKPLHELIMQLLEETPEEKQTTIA
PAD4 FP inh = inhibitors of human PAD4 | recombinant PAD4, RCA probe fluorescence polarization | inhibition, % at 6.36 µM | actives 0.41% (n = 330,000) | AID 485272;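 active = percent inhibition above a cutoff equal to the mean of all tested compounds plus 3 SD, cut at about 15% in these data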;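 also: 0% = PAD4 with RCA probe and DMSO and 100% = probe without PAD4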
GSTO1 counter = counter-screen for RBBP9 inhibitors: inhibitors of human GSTO1 | P78417 | recombinant GSTO1, activity-based probe fluorescence polarization | inhibition, % at 5.96 µM | actives 1.1% (n = 300,000) | AID 1974;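 active = inhibition above the campaign mean inhibition plus 3 SD, cut at about 35% in these data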;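 also: 0% = GSTO1-1 with DMSO and 100% = wells lacking GSTO1-1 enzyme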
LYPLA2 inh = counter-screen for PME1 inhibitors: inhibitors of human LYPLA2; recombinant LYPLA2, FP-Rh probe fluorescence polarization; actives 0.38% (n = 320,000); inhibition, % at 5.9 µM;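 active = inhibition above the screen-wide mean plus 3 SD, limit set per campaign, cut at about 26% in these data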;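 also: 0% = LYPLA2 with DMSO and 100% = wells lacking LYPLA2 enzyme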
LYPLA1 counter = counter-screen for PME1 inhibitors: inhibitors of human LYPLA1; recombinant LYPLA1, FP-Rh probe fluorescence polarization; inhibition, % at 5.9 µM; actives 0.16% (n = 320,000); AID 2174;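 active = inhibition above the mean of all tested compounds plus 3 SD, set per campaign, cut at about 14% in these data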;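 also: inhibitors block serine hydrolase probe labeling of LYPLA1 so polarization falls; 0% = enzyme with DMSO and 100% = wells lacking LYPLA1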
Active calls of the source: *; x = no result given. Only part of the results is shown. The share of hits here may be higher or lower than overall.

SMILES	PAFAH2 FP inh	pPAFAH inh	PAFAH1B3 FP inh	PREPL inhibitor	PAFAH1B2 inh	PAD4 FP inh	GSTO1 counter	LYPLA2 inh	LYPLA1 counter
Cc1nn(C)c(C)c1CNC(=O)Nc1ccc2c(c1)OCO2	-5	5	1	-13	-5	-6	5	3	3
COc1ccc2nc(CC(C)(C)CC(=O)O)c[n+]([O-])c2c1	3	3	5	8	1	0	7	-5	-2
CCOc1ccc(Nc2nc(NCC(=O)O)nc(N)c2[N+](=O)[O-])cc1	9	-1	6	-11	21	3	0	0	-1
Cc1cc(C)c(C(=O)CN2C(=O)C(=O)N(C3CCCC3)C2=O)cc1C	-2	-5	-1	4	10	-3	x	2	0
COc1cccc(Oc2ccc(N)cn2)c1	1	6	-3	2	4	1	6	6	-1
COc1ccc(/C=N/c2sc3c(c2C#N)CCN(Cc2ccccc2)C3)c(O)c1	x	5	x	17	x	1	-1	2	2
COc1cc2c(cc1OC)CN(Cc1cccs1)CC2	0	0	7	29	6	0	5	1	1
COc1ccccc1N1CCN(c2cc(=O)n(-c3ccc(Cl)cc3)c(=O)[nH]2)CC1	0	5	7	0	-4	2	2	-2	1
O=C(CCNC(=O)c1ccccc1Cl)NCC(c1ccc(F)cc1)N1CCOCC1 (stereo unspecified)	7	-2	6	10	-2	0	6	8	5
CC(/C=C/c1ccc(C)o1)=C\C(=O)O	0	-1	8	5	5	1	0	-1	-2
O=C(CN1C(=O)NC2(CCCCCCC2)C1=O)Nc1cccc(Br)c1	-3	3	0	2	12	-3	x	x	x
Cc1cc(C)nc(CCNC(=O)c2cc(COc3ccc(F)cc3Cl)on2)n1	-4	11	3	10	4	-4	-8	3	-3

Next part; it opens with the two that closed the last part.
SMILES	PAFAH2 FP inh	pPAFAH inh	PAFAH1B3 FP inh	PREPL inhibitor	PAFAH1B2 inh	PAD4 FP inh	GSTO1 counter	LYPLA2 inh	LYPLA1 counter
O=C(CN1C(=O)NC2(CCCCCCC2)C1=O)Nc1cccc(Br)c1	-3	3	0	2	12	-3	x	x	x
Cc1cc(C)nc(CCNC(=O)c2cc(COc3ccc(F)cc3Cl)on2)n1	-4	11	3	10	4	-4	-8	3	-3
COc1cccc(-n2c(CN3CCN(c4ccccc4)CC3)nc3ccc([N+](=O)[O-])cc3c2=O)c1	3	6	5	18	6	-1	8	2	1
COCc1[nH][nH]c(=O)c1C=Nc1ccc(OC(F)(F)F)cc1	-3	0	-3	8	-4	-5	-1	0	6
CCCCC1=CC2=CC(=O)C(C)(OC(=O)CC)C(=O)C2=CN1Cc1ccc2c(c1)OCO2 (stereo unspecified)	2	12	-1	19	3	-9	18	0	-3
COc1ccc(CC2(CO)CCN(C(=O)NCc3ccccc3)CC2)cc1	-4	1	17	11	1	-5	-2	-8	3
Cc1onc(-c2c(Cl)cccc2Cl)c1C(=O)N=S(C)(=O)c1ccccc1 (stereo unspecified)	x	2	x	-1	x	0	0	0	1
COc1ccc(-c2c(-c3cc(OC)cc(OC)c3)n(C)c3ccc(-c4ccc5cc[nH]c5c4)cc23)cc1	1	4	2	4	5	3	x	x	x
O=C(O)CCCC(=O)Nc1ccc(N2CCCC2)cc1	-3	10	7	0	2	-6	23	-7	-3
COc1ccccc1-n1c(SCC(=O)Nc2cccc(C(=O)O)c2)nnc1-c1ccccc1O	-1	6	4	-2	5	-2	-2	-6	-3
COc1ccc(Cn2c(C)c(C)c(C#N)c2NC(=O)Nc2cccc(C)c2)cc1	8	-2	1	1	3	-6	-2	-20	-11
CCc1nc(C)ccc1OCC(=O)N(CC)CC	-5	2	-7	4	-3	-1	-4	6	0
Cc1ccc(SCCC(=O)N/N=C/c2ccccc2O)cc1	7	6	13	-15	17	4	2	-2	-5
CN1CCN(S(=O)(=O)c2cccs2)CC1	0	-3	9	6	1	1	6	-3	-1
COc1ccc(C(=O)NC(=S)N2CCOCC2)cc1OC	-6	6	-9	-6	3	5	9	-7	1
CCCCN(C(=O)CCC(=O)Nc1cc(C)on1)C(C(=O)NC1CCCC1)c1ccc(F)cc1 (stereo unspecified)	-9	6	3	-2	4	-4	8	-5	-1
CC(C)Cn1c(N)c(C(=O)COC(=O)COc2cccc(C(F)(F)F)c2)c(=O)n(C)c1=O	1	-2	-6	11	-2	-10	1	-4	-1
N#Cc1ccc(OCC(O)CN2CCC(C(O)(c3ccccc3)c3ccccc3)CC2)cc1 (stereo unspecified)	10	4	7	6	2	2	-7	3	2
Cc1nn(C)c(C(=O)N/N=C/c2cccc3ccccc23)c1Cl	-1	6	-5	-2	5	-1	-2	3	0
CCOc1ccc(NC(=O)CSc2ccc3nnc(-c4ccccn4)n3n2)cc1	4	3	1	-10	1	-8	-6	3	2
CN(C)S(=O)(=O)c1cc(NC(=O)COC(=O)/C=C/c2ccco2)ccc1Cl	58*	7	0	5	-9	-7	-1	-1	-2
CCOc1cc(-c2cc(N)n[nH]2)cc(OCC)c1OCC	-4	7	-6	-2	3	1	2	0	1
CCOCCCNC(=O)C(NC(=O)c1cnccn1)c1ccc(C)cc1 (stereo unspecified)	-5	-3	15	3	2	-4	1	6	3
C=CCn1c(SC(C)C(N)=O)nc2sc(CC)cc2c1=O (stereo unspecified)	x	3	x	-3	x	-3	0	6	0
CSCCC(NS(=O)(=O)c1ccc2c(c1)oc(=O)n2C)C(=O)NC1CCC(C)CC1 (stereo unspecified)	6	1	5	1	6	0	1	4	4
CC(=O)N/C(=C\c1ccc(F)cc1)C(=O)N(C)C	1	-2	4	4	0	-3	3	0	-1
O=C(NCc1ccco1)Nc1ccc(Br)cc1	-5	-2	0	-13	0	6	0	-4	-1
Cc1ccc(N/C=C2/Sc3ccccc3NC2=O)cc1	-9	2	2	13	-3	-1	0	-7	-3
COc1ccc(-c2cc(-c3ccccc3)nc(SCC(=O)Nc3ncc(C)s3)c2C#N)cc1	-59	-22	-53	-15	-25	1	-23	-72	-40
O=C(Oc1c(-c2ccccc2)c(=O)n2c3c(cccc13)CC2)c1ccccc1	x	26*	x	-12	x	4	-3	1	0
CCc1ccccc1NC(=O)CCCN1C(=O)c2cccnc2C1=O	-4	6	6	-2	-1	-1	-3	-5	-2
CC(C)C[C@H]1C(=O)N2CCC[C@H]2[C@]2(O)O[C@](NC(=O)C3C=C4c5cccc6[nH]c(Br)c(c56)C[C@H]4N(C)C3)(C(C)C)C(=O)N12 (stereo partly specified)	-12	5	3	25	8	-9	0	1	-5
CCCCN(C)Cc1cc(=O)oc2cc3c(cc12)CCCC3	-8	4	-2	21	1	-1	-3	2	-2
COc1cc(CCC(=O)OCC(=O)Nc2ccc(Br)cc2F)cc(OC)c1OC	12	5	13	8	1	2	3	-5	1
Cc1cccc(N2CCN(C(=O)/C=C/c3cccs3)CC2)c1C	-2	2	2	1	0	-3	0	8	0
CN(C)C(=O)c1cn(CCC#N)nc1-c1ccc2ccccc2c1	-5	2	7	-3	-1	1	-3	3	-2
Cc1ccccc1CS(=O)(=O)CCC(=O)NCc1ccccn1	2	5	3	3	-2	-4	-3	4	-1
COc1cccc(CNC(=O)c2cc3c(C)nc4ccccc4c3o2)c1	-4	0	-11	-21	1	-6	-6	-13	-6
CC(NC(=O)c1ccco1)C(=O)NC(C)c1cc(F)c(Cl)cc1Cl (stereo unspecified)	5	-1	-4	2	2	5	6	0	0
CC(=O)NC1C(OCc2ccccc2)OC2COC(C)(C)OC2C1O (stereo unspecified)	-2	-5	0	-8	3	-3	0	-1	0
O=C(NCCN1CCOCC1)c1ccc2c(c1)ncn2C1CCCC1	2	4	5	14	9	1	14	2	0
CCOc1ccc(NC(=O)c2cc3cc4ccc(OC)cc4nc3o2)cc1	-6	1	1	0	2	-3	4	6	0
Cc1no[n+]([O-])c1COc1cccc(/C=C2\N=C(c3ccccc3)OC2=O)c1	4	-2	7	5	7	-2	3	-5	0
O=C(CSc1nnc(-c2ccc(F)cc2)o1)c1ccc2c(c1)OCCO2	-5	0	6	0	-2	0	6	-1	-3
COc1ccc(N(C(=O)c2ccncc2)S(=O)(=O)c2ccc(OC)c(OC)c2)cc1	-6	2	2	1	8	-1	7	-9	0
O=C(CCCN1C(=O)c2ccccc2C1=O)Nc1sc2c(c1C(=O)NCc1ccco1)CCC2	2	7	-6	6	6	3	0	-5	-2
Cc1c(CN2CCN(C)C(CCO)C2)[nH]c2c(Cl)cccc12 (stereo unspecified)	-2	4	-2	1	3	3	-1	1	-1
CN1CCN(NC(=O)c2cc(S(=O)(=O)N3CCOCC3)c(Cl)cc2Cl)CC1	1	3	-3	1	-3	-3	5	4	-1
CCOc1nnc(C)c2c(C)n(-c3cccc(OC)c3)nc12	3	2	2	-2	-1	0	0	-3	2
CCCCc1ccc(NC(=O)Nc2cccnc2)cc1	-5	-1	3	13	0	1	-3	2	-5
O=c1oc2ccc(Br)cc2cc1-c1nc2ccccc2o1	-13	-7	3	13	3	-3	2	1	2
CC(=O)c1ccc(NC(=O)/C(=C\c2cccs2)NC(=O)c2ccco2)cc1	-9	13	-2	1	2	-1	2	8	4
CCC(C)Cn1c(C(C)O)nc2ccccc21 (stereo unspecified)	3	7	-4	3	2	-2	0	3	6
COc1ccc(O[C@H]2C=C[C@@H](c3ccccc3)O[C@@H]2CO/N=C/C[C@@H]2C=C[C@H](OC(C)=O)[C@@H](COC(C)=O)O2)cc1	x	17	x	13	x	0	1	0	-1
CCOc1cc(C2Nc3ccccc3C(=O)N2c2ccccc2OC)ccc1O (stereo unspecified)	-6	2	4	12	4	4	-1	4	-1
COc1ccccc1P(=O)(Cc1ccccc1)c1ccccc1 (stereo unspecified)	3	0	4	-5	3	-4	-6	6	6
Cc1cccc(C)c1OCC(=O)NNC(=O)CCNC(=O)c1ccc(Br)cc1	1	2	0	-1	-2	1	5	-1	-3
O=C(O)CC/C(=N/NC(=O)CNC(=O)Cc1ccccc1)c1ccccc1	-4	10	7	-5	5	0	11	1	-2
O=C(Nc1ccc(N2CCN(C(=O)c3ccccc3)CC2)c(Cl)c1)c1cccnc1	3	6	6	-5	6	-5	-14	28*	0
CCc1nnc(NC(=O)c2ccc(Br)o2)s1	1	1	7	-9	2	-1	-4	-1	-3
CCOC(=O)COc1ccc(C(c2c(C)[nH][nH]c2=O)c2c(C)[nH][nH]c2=O)cc1	1	9	-4	0	0	-11	22	10	1
COc1ccc(S(=O)(=O)N(Cc2ccccc2)c2ccccc2C(=O)O)cc1	3	0	2	8	8	2	5	3	2
Further entries:
SMILES	PAFAH2 FP inh	pPAFAH inh	PAFAH1B3 FP inh	PREPL inhibitor	PAFAH1B2 inh	PAD4 FP inh	GSTO1 counter	LYPLA2 inh	LYPLA1 counter
COCCn1nnnc1SCC(=O)c1ccc(F)cc1	1	-1	8	-2	4	5	12	6	2
Cc1ccc(N=C2CSC(=O)N2)cc1	0	1	6	-3	3	-1	6	1	-5
CS(=O)(=O)Nc1cc2c3c(c1)CCC(=O)N3CCC2	3	-1	9	6	1	-4	-4	-4	2
Cc1cc(C)cc(NC(=O)c2cc(S(=O)(=O)N3CCCC3)cn2C)c1	-4	3	-6	2	4	-2	-6	0	-5
Cc1nc(N2CCN(c3ccccc3O)CC2)c2c(-c3ccccc3)csc2n1	10	15	11	-1	4	2	0	-4	-4
c1ccc(C[C@H]2CN=C(Nc3ccccc3)N2CCCC2CCCC2)cc1	-2	5	-1	15	4	5	-2	15	-1
COc1ccc(S(=O)(=O)N2CC3CCCN3c3ccc(C(F)(F)F)cc32)cc1 (stereo unspecified)	13	6	3	-3	-3	0	-8	0	-1
